Bioassay records deposited in PubChem BioAssay by several laboratories.
SUMO1-SIM PPI: SUMO1-SIM interaction modulation; P63165; SUMO1 binding to a labelled peptide, TR-FRET, 1 h; inhibition, % at 20 µM; 360,000 tested, 0.33% active; AID 602429; in the data active = inhibition above about 37%
Target sequence (P63165 whole entry, looked up): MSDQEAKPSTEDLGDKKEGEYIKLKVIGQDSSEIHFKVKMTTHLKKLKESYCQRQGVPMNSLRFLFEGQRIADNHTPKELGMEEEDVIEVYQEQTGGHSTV
DNMT1 inh: DNMT1 (human) enzyme inhibition; P26358; DNMT1 molecular beacon, Hinp1I cleavage, fluorescence; inhibition (reported as % activation of signal), % at 10 µM; 360,000 tested, 0.83% active; in the data active = inhibition above about 50%
CSN inh: inhibitors of human CSN-mediated cullin deneddylation; Q92905; Purified CSN, SCF-Nedd8-OG deneddylation, fluorescence polarization; inhibition, % at 12.5 µM; 360,000 tested, 0.38% active;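 active = pattern-corrected inhibition above about 35%, with an unprinted fluorescence ratio check between 0.5 and 1.5, limit read from the data, passing the limit was not always enough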;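 also: 0% = enzyme with substrate and 100% = substrate without enzyme; some results filed as inactive read as strong as hits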
Target sequence (Q92905 whole entry, looked up, one chain of several): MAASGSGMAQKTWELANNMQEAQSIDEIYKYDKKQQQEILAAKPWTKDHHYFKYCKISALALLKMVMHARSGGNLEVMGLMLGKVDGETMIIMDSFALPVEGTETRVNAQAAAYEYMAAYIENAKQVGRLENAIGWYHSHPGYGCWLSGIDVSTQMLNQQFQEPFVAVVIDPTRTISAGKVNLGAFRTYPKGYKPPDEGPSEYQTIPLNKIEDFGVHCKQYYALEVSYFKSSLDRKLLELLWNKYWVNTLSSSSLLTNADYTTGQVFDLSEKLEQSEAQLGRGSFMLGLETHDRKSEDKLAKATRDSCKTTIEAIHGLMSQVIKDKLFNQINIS
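Assay system: Purified human Csn5 enzyme expressed in HEK293T cells | Amount: Enzyme 0.24 nM | Measured by: Fluorescence polarization readout | Medium: Tris/NaCl/DTT buffer, pH 7.5 | Compound dosing: One concentration, 12.5 µM, 0.25% DMSO | Times: 90 min incubation of compound, enzyme and substrate at room temperature | Control set: no-enzyme wells high, enzyme-with-substrate wells low | Read-out: % inhibition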
Rpn11 block: Rpn11 (human) deubiquitinase inhibition; O00487; human 26S proteasome, Ub4-pepOG fluorescence polarization; 20S core pre-blocked with epoxomicin; calls only at 20 µM; 360,000 tested, 0.59% active; AID 588493;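 active = inhibition at 20 µM, scaled to each plate's controls, above about 33%, limit read from the data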
Target sequence (O00487 whole entry, looked up): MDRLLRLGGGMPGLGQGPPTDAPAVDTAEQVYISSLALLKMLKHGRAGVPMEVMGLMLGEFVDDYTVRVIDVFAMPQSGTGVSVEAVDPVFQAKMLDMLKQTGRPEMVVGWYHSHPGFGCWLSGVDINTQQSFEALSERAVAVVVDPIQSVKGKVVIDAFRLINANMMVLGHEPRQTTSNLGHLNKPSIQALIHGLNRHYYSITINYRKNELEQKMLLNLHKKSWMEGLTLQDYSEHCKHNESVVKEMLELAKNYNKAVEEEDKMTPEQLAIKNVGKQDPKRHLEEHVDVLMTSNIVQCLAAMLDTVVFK
LMPTP inh: blocks human LMPTP phosphatase; 360,000 tested, 0.22% active; inhibition, % at 20 µM; P24666; recombinant LMPTP-A, OMFP fluorogenic substrate, fluorescence intensity; AID 651560;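 active = compounds that cut the enzyme signal by at least half of the control window in the single-dose screen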;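 also: plate controls were DMSO wells with enzyme plus substrate for no effect and substrate without enzyme for full effect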
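material = LMPTP-A | quantity = 0.625 nM enzyme | reagent = OMFP substrate, 400 µM final | buffer or medium = Bis-Tris pH 6.0, DTT, detergent | detection = endpoint fluorescence intensity from OMFP dephosphorylation | dosing = single 20 µM dose | read-out basis = % inhibition relative to no-enzyme and uninhibited control wells | control set = no-enzyme and uninhibited controls | timing = 50 min at room temperature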
Neddylation inh: inhibitors of human cullin neddylation; 360,000 tested, 0.58% active; TR-FRET cullin neddylation, biochemical; P61081+Q13564; calls only at 25 µM; in the data active = inhibition above about 36%
Rin1-Abl PPI inh: inhibitors of human Rin1-Abl protein interaction; inhibition, % at 7.35 µM; P00519+Q13671; 360,000 tested, 0.4% active; TR-FRET Rin1/Abl binding, biochemical; AID 588664; in the data active = inhibition above about 5%, passing the limit was not always enough
STEP block: blocks human striatal-enriched tyrosine phosphatase. recombinant STEP, OMFP fluorogenic substrate, fluorescence. inhibition, % at 20 µM. 360,000 tested, 0.25% active. AID 588621;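 active = inhibition at 20 µM, scaled per plate between control wells, above about 37%, limit read from the data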;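 also: 0% = DMSO with enzyme and substrate and 100% = substrate only without enzyme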
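System: STEP (striatal-enriched tyrosine phosphatase) enzyme, cell-free; medium: Bis-Tris pH 6.0 buffer with DTT, detergent; dosing: 20 µM, 1% DMSO; times: reaction 20 min, ambient temperature; detection: fluorescence, 480/540 nm; read-out basis: normalized % inhibition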
NadD block: inhibitors of Staphylococcus aureus NadD; purified NadD enzyme, colorimetric absorbance read-out; inhibition, % at 20 µM; 360,000 tested, 0.78% active; in the data active = inhibition above about 26%; also: some compounds past the cut are filed as inactive
Scp-1 inhibitor: inhibitors of human Scp-1 phosphatase; Q9GZU7; Recombinant Scp1, phosphopeptide, malachite green phosphate absorbance; inhibition, % at 20 µM; 340,000 tested, 0.88% active; AID 493091;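 active = inhibition above about 50% at 20 µM, limit read from the data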;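 also: plate controls were DMSO wells with enzyme for no effect and wells lacking enzyme for full effect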
Target sequence (Q9GZU7 76-261 limits assumed): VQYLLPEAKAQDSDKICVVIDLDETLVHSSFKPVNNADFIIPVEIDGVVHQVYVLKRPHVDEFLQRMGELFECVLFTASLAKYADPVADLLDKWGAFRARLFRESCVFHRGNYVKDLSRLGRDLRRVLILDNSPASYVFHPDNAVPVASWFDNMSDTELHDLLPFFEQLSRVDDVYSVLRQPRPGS
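Times: enzyme reaction 45 min at room temperature, colour 5 min, stabilisation 30 min. Material: SCP-1 catalytic fragment, aa 76-261. Medium: Acidic Tris acetate buffer with magnesium and detergent. Signal: colorimetric free-phosphate detection, absorbance 630 nm. Read-out basis: % inhibition of SCP-1 phosphate liberation. Reagent: Phosphorylated 17-residue peptide substrate.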
* = called active by the depositor; i = inactive; nt = no result given.

SMILES,SUMO1-SIM PPI,DNMT1 inh,CSN inh,Rpn11 block,LMPTP inh,Neddylation inh,Rin1-Abl PPI inh,STEP block,NadD block,Scp-1 inhibitor
CC1(C)C/C(=N\O)c2cc3c(nc2C1)CCCC3,-1,6,2,i,-0.4,i,-2,-2,11,-11
COc1ccc(NS(=O)(=O)CC23CCC(CC2=O)C3(C)C)cc1 (centres undefined),1,3,-4,i,-1.0,i,-3,-4,-16,-6
CC(C)CNC(=O)COC(=O)Cc1ccc(Cl)cc1,1,2,1,i,-0.9,i,-5,2,-2,-5
CC(=O)Nc1cc(-c2cccc(C(=O)N(C)C)c2)cn2c(-c3ccc(C(C)=O)cc3)cnc12,-21,1,5,i,2.0,i,-8,4,2,nt
CN(Cc1ccccc1)c1ncnc(N)c1[N+](=O)[O-],-6,5,-13,i,4.6,i,-4,2,0,3
O=C1CC(O)(c2ccccc2)C(c2ccccc2)=C1c1ccccc1 (centres undefined),-1,1,1,i,0.7,i,-2,0,-1,-9
Cc1cc(C)c(NC(=O)CCCN2CCOCC2)c(C)c1,2,2,3,i,-0.9,i,4,-17,1,-2
O=C(Cc1ccccc1)n1nc(-c2ccco2)nc1SCc1ccccc1,13,25,34,i,0.5,i,0,2,7,-4
COc1cc(C2C(C(=O)c3ccc(C)o3)=C(O)C(=O)N2c2cc(C)on2)cc(OC)c1OC (centres undefined),-12,4,6,i,-2.2,i,-1,4,4,-4
COc1ccc(NC2CC(=O)N(CCc3ccccc3)C2=O)cc1 (centres undefined),-5,-3,5,i,0.2,i,1,12,7,-9
O=C(Nc1ccc(O)c2c(=O)cc(-c3ccccc3Cl)oc12)c1cccs1,3,4,0,i,-0.3,i,0,2,0,-3
COc1ccccc1CNC(=O)c1ccc2ccccc2n1,4,-1,1,i,2.6,i,4,0,5,-1
COc1ccc2[nH]c(=O)c(CN(C(=O)c3ccccn3)C3CCCCC3)cc2c1,5,1,3,i,0.2,i,0,3,-1,-2
CCOC(=O)c1sc(NC(=O)c2ccc(Br)o2)cc1C,-2,-6,3,i,2.1,i,-2,-4,-9,-9
Cn1c(CC(=O)Nc2ccccc2F)nnc1SCC(=O)NC1=NCCS1,16,1,0,i,-1.0,i,0,0,-1,-4
O=C(CN1C(=O)c2cccnc2Oc2ccc(Cl)cc21)N1CCCCCC1,0,0,-5,i,-0.9,i,5,1,-2,-5
Cc1sc2ncnc(N3CCC(C(=O)Nc4ccc(Cl)c(Cl)c4)CC3)c2c1C,-11,-3,2,i,-4.0,i,-1,-2,42*,7
COc1ccc(-c2csc(NC(=O)CSc3nc4ccccc4c(=O)[nH]3)n2)cc1,14,49,10,i,5.6,i,-4,-1,19,1
O=C(O)c1ccc(COc2ccccc2/C=C2\NC(=O)N(Cc3ccccc3)C2=O)cc1,-16,0,-9,i,0.3,i,1,-3,1,34
O=C(CCc1ccccc1)NNC(=O)Cc1ccccc1,-1,1,-3,i,-2.4,i,-1,-2,-2,-5
Cc1ccc2[nH]c(=O)c(CN(Cc3ccc4c(c3)OCO4)Cc3nnnn3C3CCCC3)cc2c1,0,-3,1,i,2.4,i,-2,4,6,14
CCS(=O)(=O)NCCCCc1ccccc1,-1,0,0,i,-0.5,i,0,0,1,-1
COC(=O)Nc1nnc(-c2ccco2)s1,5,5,0,i,-1.5,i,-2,0,-4,-6
COc1cc(OC)c(C(=O)OCC(=O)NCC2CCCCC2)cc1OC,2,-1,7,i,0.4,i,-1,1,-4,1
Cc1ccccc1-c1ccc(CN2CCN(C)C(CCO)C2)cc1 (centres undefined),2,-2,1,i,-1.0,i,-2,-2,-5,-4

Some of these compounds in order of count of non-hydrogen atoms, largest number first:
SMILES,SUMO1-SIM PPI,DNMT1 inh,CSN inh,Rpn11 block,LMPTP inh,Neddylation inh,Rin1-Abl PPI inh,STEP block,NadD block,Scp-1 inhibitor
CCOC(=O)c1sc(NC(=O)c2ccc(Br)o2)cc1C,-2,-6,3,i,2.1,i,-2,-4,-9,-9
CN(Cc1ccccc1)c1ncnc(N)c1[N+](=O)[O-],-6,5,-13,i,4.6,i,-4,2,0,3
CC1(C)C/C(=N\O)c2cc3c(nc2C1)CCCC3,-1,6,2,i,-0.4,i,-2,-2,11,-11

Additional entries follow:
Values run as follows: SUMO1-SIM PPI, DNMT1 inh, CSN inh, Rpn11 block, LMPTP inh, Neddylation inh, Rin1-Abl PPI inh, STEP block, NadD block, Scp-1 inhibitor
COc1cc(SC)ccc1C(=O)NCCOc1ccc(Cl)cc1
→ -2, -3, 1, i, 1.5, i, -2, 0, -8, -12
Cn1c(-c2ccccc2O)cc2ccccc21
→ -3, -14, 3, i, 1.9, i, -3, -4, -1, -2
COc1cc(NC(=O)CSc2nc3c(c(=O)[nH]2)CCCC3)cc(OC)c1OC
→ 2, -1, -4, i, -0.4, i, 2, 1, -4, -4
CCOC(=O)c1c(NC(=O)CCCN2CCOCC2)sc2c1CC(C)(C)OC2
→ -3, -1, 0, i, 0.2, i, -3, 2, -7, -5
Cc1cc(C)cc(NC(=O)Cc2ccc(NC3=NC4CS(=O)(=O)CC4S3)cc2)c1 (centres undefined)
→ 2, 0, 1, i, -0.6, i, 2, 2, 3, -5
CNc1nc(SC)nc(N2CCOCC2)n1
→ -1, 12, 3, i, -0.1, i, 0, -2, 1, -12
COc1ccc(/C(C)=N/NC(=O)c2ccccc2N)cc1
→ -2, 0, -3, i, -1.1, i, 0, -3, -2, -9
COc1ccc(/C(O)=C2/C(=O)C(=O)N(c3ccccn3)C2c2ccc(C(C)C)cc2)cc1 (centres undefined)
→ -11, 2, -5, i, 14, i, 0, 7, 26, -1
COc1ccc(NC(=O)Cn2c(=O)n(CC3CCCO3)c(=O)c3cc(OC)c(OC)cc32)c(OC)c1 (centres undefined)
→ 1, 0, 3, i, 1.1, i, -3, 2, 6, -13
Cc1cc(C(=O)Nc2cccnc2)no1
→ 2, 0, -3, i, 0.2, i, 3, 3, -4, -4

Taken from above:
CNc1nc(SC)nc(N2CCOCC2)n1 – Rin1-Abl PPI inh: 0
Cc1cc(C)cc(NC(=O)Cc2ccc(NC3=NC4CS(=O)(=O)CC4S3)cc2)c1 (centres undefined) – DNMT1 inh: 0
COc1ccc(/C(O)=C2/C(=O)C(=O)N(c3ccccn3)C2c2ccc(C(C)C)cc2)cc1 (centres undefined) – STEP block: 7
COc1ccc(NC(=O)Cn2c(=O)n(CC3CCCO3)c(=O)c3cc(OC)c(OC)cc32)c(OC)c1 (centres undefined) – CSN inh: 3
COc1ccc(/C(C)=N/NC(=O)c2ccccc2N)cc1 – Rin1-Abl PPI inh: 0
COc1cc(NC(=O)CSc2nc3c(c(=O)[nH]2)CCCC3)cc(OC)c1OC – Scp-1 inhibitor: -4

Following part.
Values run as follows: SUMO1-SIM PPI, DNMT1 inh, CSN inh, Rpn11 block, LMPTP inh, Neddylation inh, Rin1-Abl PPI inh, STEP block, NadD block, Scp-1 inhibitor
CC(C)C(=O)N(c1ccc(F)cc1)C1C=CS(=O)(=O)C1 (centres undefined)
→ 7, -2, 1, i, -1.6, i, 1, 2, 1, -8
CCCn1c(=O)c2ccccc2n2c(SCCNCCO)nnc12
→ -63, -1, -8, i, -10, i, 0, -2, -4, -14
CCOc1cc(C)c(C(C)C)cc1S(=O)(=O)n1ccc(C)n1
→ -1, -8, -4, i, 1.0, i, 0, 1, -9, -5
Cc1ccc(Nc2ccc(N)cc2S(=O)(=O)O)cc1
→ 27, 13, 2, i, 67*, nt, 3, 5, 2, 15
O=C(O)CNC(=O)CCCn1nnc2ccccc2c1=O
→ -6, 2, -3, i, -1.4, i, -2, -3, -5, -7
CC1(c2nnc(-c3cccc(Cl)c3)o2)CC(c2cccc(Cl)c2)=NO1 (centres undefined)
→ 3, -2, -2, i, -1.9, i, 3, -2, -7, -5
COc1ccc(CCC2(C)OCC(CCCCO)O2)cc1 (centres undefined)
→ -3, 1, 0, i, -0.2, i, 5, -2, -4, 19
O=C(Nc1ncnc2sc3c(c12)CCCCC3)c1ccco1
→ -2, 1, 9, i, 0.6, i, 0, 1, 2, 7
CCc1nc2ccc(C(=O)NCCOc3ccc(OC)cc3)cn2c1N(CC)CCOC
→ -1, 0, 5, i, -0.6, i, -3, 1, -3, nt
CN1CCN(C(=O)NCC23CC4CC(CC(C4)C2)C3)CC1
→ 3, 4, -1, i, -1.4, i, 1, 4, -7, -11

Values run as follows: SUMO1-SIM PPI, DNMT1 inh, CSN inh, Rpn11 block, LMPTP inh, Neddylation inh, Rin1-Abl PPI inh, STEP block, NadD block, Scp-1 inhibitor
CCOc1ccc(CCNC(=O)C2CCCN(c3nn4c(=O)cc(C)nc4s3)C2)cc1 (centres undefined)
→ 1, 1, -3, i, -0.8, i, -1, -3, 3, 9
COc1ccc(C(=O)NCc2ccc(C(=O)NCC(OC)OC)cc2)cc1OC
→ 0, -4, 4, i, -1.3, i, 0, 4, -2, -2
CC(C)(C)C(=O)Nc1ccc(C(=O)NNC(=O)Cc2ccccc2)cc1
→ 2, 2, 6, i, -1.0, i, -4, 0, 2, -15
c1ccc(-n2nnnc2NCCCN2CCOCC2)cc1
→ 3, 2, -1, i, -4.1, i, 2, -4, -1, -10
